High-throughput results: PubChem BioAssay, several laboratories
S1P4 ag = activates the human S1P4 receptor; S1P4-expressing cell line, agonist reporter assay; AID 1509; O95977; activation, % at 4.98 µM; 0.35% of 220,000 active; in the data active means activation above about 11%;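 further: 0% = DMSO vehicle and 100% = reference agonist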
Target sequence (O95977 whole entry, looked up): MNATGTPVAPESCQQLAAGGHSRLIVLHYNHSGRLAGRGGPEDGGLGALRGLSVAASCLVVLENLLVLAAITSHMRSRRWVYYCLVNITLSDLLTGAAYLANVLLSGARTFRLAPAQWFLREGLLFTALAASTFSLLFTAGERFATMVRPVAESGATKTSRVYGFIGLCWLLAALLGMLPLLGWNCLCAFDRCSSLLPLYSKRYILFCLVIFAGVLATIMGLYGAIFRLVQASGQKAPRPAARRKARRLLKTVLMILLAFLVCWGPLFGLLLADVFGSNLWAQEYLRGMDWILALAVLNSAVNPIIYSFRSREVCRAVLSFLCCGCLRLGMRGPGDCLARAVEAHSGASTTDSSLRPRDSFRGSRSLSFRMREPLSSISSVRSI
p47phox inh = blocks human p47phox regulatory protein of NADPH oxidases; P14598; inhibition, % at 24.7 µM; p47phox/p22phox peptide binding, fluorescence polarization, 2 h; 0.53% of 220,000 active;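 active means inhibition above about 30%, limit read from the data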;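 further: 0% = p47phox with labelled peptide and 100% = labelled peptide alone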
NPY Y1 blocker = NPY-Y1 (human) receptor antagonism; 1% of 200,000 active; HEK293-CNG Y1 cells, membrane potential fluorescence; NPY at EC95, then isoproterenol; inhibition, % at 3.6 µM; P25929; AID 1040;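 active means inhibition above the campaign mean inhibition of all tested compounds plus 3 SD, cut at about 20% in these data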;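 further: 0% = DMSO wells given NPY plus isoproterenol and 100% = isoproterenol alone without NPY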
Target sequence (P25929 whole entry, looked up): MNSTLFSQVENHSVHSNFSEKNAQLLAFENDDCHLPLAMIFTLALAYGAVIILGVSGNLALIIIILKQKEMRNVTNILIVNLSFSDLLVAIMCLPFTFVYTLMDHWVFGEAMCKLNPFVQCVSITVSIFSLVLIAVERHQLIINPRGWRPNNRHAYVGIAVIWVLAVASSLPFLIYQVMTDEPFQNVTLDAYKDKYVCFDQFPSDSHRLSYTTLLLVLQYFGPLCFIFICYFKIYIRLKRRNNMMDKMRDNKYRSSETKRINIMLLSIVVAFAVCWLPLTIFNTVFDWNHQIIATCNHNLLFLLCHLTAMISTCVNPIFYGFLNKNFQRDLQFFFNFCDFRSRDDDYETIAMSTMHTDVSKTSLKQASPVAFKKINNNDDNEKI
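Test system: HEK293 cells co-expressing NPY Y1 receptor and cyclic-nucleotide gated channel; Also added: NPY (25 nM), isoproterenol (1 µM), Ro 20-1724 (25 µM); Compound dosing: one concentration, 3.6 µM, in 0.4% DMSO; Timing: dye 3 h, compound 60 min room temperature, stimulation 45 min; Technique: Membrane-potential fluorescent dye readout.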
Ba/F3 V617F tox = lowers viability of Ba/F3 cells expressing EpoR and JAK2V617F. ATP luminescence. inhibition, % at 5.6 µM. 1.1% of 220,000 active. AID 1446;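 active means inhibition above the campaign mean plus 3 SD over all tested compounds, cut at about 24% in these data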;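 further: cytokine-independent growth of Ba/F3 cells driven by EpoR plus mutant JAK2; 0% = DMSO-treated cells and 100% = JAK inhibitor I control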
NPY-Y1 PAM-ag = potentiators or agonists of human neuropeptide Y receptor Y1; 0.37% of 220,000 active; AID 1304; activation, % at 3.6 µM; NPY-Y1 expressing cells, potentiator/agonist activation; in the data active means activation above about 33%, passing the limit was not always enough;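 further: cells stimulated with NPY at EC10 then isoproterenol at EC100; 0% = low agonist plus stimulus and 100% = saturating agonist plus stimulus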
S1P4 antag = blocks the human S1P4 receptor; 0.26% of 220,000 active; S1P4-expressing cells, antagonist mode, reporter read-out; O95977; inhibition, % at 4.98 µM; in the data active means inhibition above about 29%;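 further: 0% = wells stimulated with agonist and 100% = vehicle wells without agonist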
NPY2 pot ag = human NPY-Y2 potentiation or agonism, primary screen; 0.45% of 220,000 active; activation, % at 3.6 µM; AID 1359; cells expressing NPY-Y2, potentiator/agonist read-out; P49146; in the data active means activation above about 27%;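 further: cells stimulated with NPY near EC25 plus isoproterenol at EC100; 0% = vehicle plus submaximal agonist and 100% = vehicle plus saturating agonist; some results beyond the cut were filed as inactive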
BaF3 parental = counter-screen for JAK2V617F inhibitors: parental Ba/F3 viability inhibitors; 1.1% of 220,000 active; CellTiter-Glo ATP luminescence; AID 1486; inhibition, % at 5.6 µM;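 active means inhibition above a per-campaign cutoff, the mean inhibition of all tested compounds plus 3 SD, cut at about 27% in these data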;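 further: 0% = DMSO wells and 100% = JAK Inhibitor I control wells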
CHOP inhibitor = blocks CHOP induction under ER stress | 3.8% of 220,000 active | inhibition, % at 10 µM | AID 2732 | CHO-K1 CHOP-promoter luciferase, tunicamycin-induced, 15-18 h;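 active means compounds that reduced the stress-induced luciferase reporter signal by more than about 70% of percent inhibition, limit read from the data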;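 further: 0% = tunicamycin plus vehicle and 100% = wells without tunicamycin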
Numbers without * were called inactive.

Screening Cc1ccc(C(=O)COC(=O)c2cnccn2)cc1C returned S1P4 ag -2.9, p47phox inh 3.2, NPY Y1 blocker 5.7, Ba/F3 V617F tox 1.6, NPY-Y1 PAM-ag 9.8, S1P4 antag -28.0, NPY2 pot ag -7.6, BaF3 parental 5.6 and CHOP inhibitor -13.3.
O=[N+]([O-])c1ccc(CN2CCOCCOCCOCC2)cc1 was read as S1P4 ag -2.6, p47phox inh 17.0, NPY Y1 blocker -0.4, Ba/F3 V617F tox -3.3, NPY-Y1 PAM-ag 15.1, S1P4 antag -5.5, NPY2 pot ag -1.5, BaF3 parental 2.9 and CHOP inhibitor 16.5.
Cc1ccc(C(O)(C(=O)NN(C(=O)c2ccccc2)c2ccccc2)c2ccc(C)cc2)cc1 was read as S1P4 ag -0.5, p47phox inh -8.4, NPY Y1 blocker 59.5*, Ba/F3 V617F tox -1.7, NPY-Y1 PAM-ag -16.4, S1P4 antag 4.1, NPY2 pot ag 3.0, BaF3 parental 2.6 and CHOP inhibitor 14.0.
Cn1c(Cn2c(=O)sc3ccccc32)nnc1SCC(=O)N1CCOCC1 was read as S1P4 ag -0.6, p47phox inh 5.1, NPY Y1 blocker 3.9, Ba/F3 V617F tox 4.0, NPY-Y1 PAM-ag -5.8, S1P4 antag 2.5, NPY2 pot ag 5.5, BaF3 parental 7.8 and CHOP inhibitor 3.4.
C=CCNC(=S)Nc1ccc(OC(F)F)c(Cl)c1 was read as S1P4 ag 0.6, p47phox inh -6.5, NPY Y1 blocker -5.8, Ba/F3 V617F tox -0.1, NPY-Y1 PAM-ag 7.4, S1P4 antag 5.2, NPY2 pot ag 13.1, BaF3 parental 3.4 and CHOP inhibitor 10.1.
Screening CC(=O)Nc1ccc(Nc2cc(C)nc3c(-c4ccccc4)cnn23)cc1 returned S1P4 ag 2.9, p47phox inh -17.3, NPY Y1 blocker -5.0, Ba/F3 V617F tox 0.9, NPY-Y1 PAM-ag 38.8, S1P4 antag 3.2, NPY2 pot ag 2.3, BaF3 parental 4.2 and CHOP inhibitor 20.6.
Screening CNc1oc(-c2ccco2)nc1C#N returned S1P4 ag 0.3, p47phox inh -8.3, NPY Y1 blocker 6.9, Ba/F3 V617F tox -0.1, NPY-Y1 PAM-ag 3.5, S1P4 antag -43.6, NPY2 pot ag -1.4, BaF3 parental -0.1 and CHOP inhibitor 16.2.
For Cc1ccc2[nH]c(C)c(CCNC(=O)NC3CCCCC3)c2c1 the results were S1P4 ag 0.7, p47phox inh -5.6, NPY Y1 blocker -3.7, Ba/F3 V617F tox -0.8, NPY-Y1 PAM-ag 15.2, S1P4 antag -9.8, NPY2 pot ag -2.1, BaF3 parental 8.1 and CHOP inhibitor 6.0.
`CCNC(=O)COC(=O)c1[nH]c(C)c(C(=O)OC)c1C` gave S1P4 ag 2.4, p47phox inh 5.2, NPY Y1 blocker 0.2, Ba/F3 V617F tox -1.9, NPY-Y1 PAM-ag -9.2, S1P4 antag -12.2, NPY2 pot ag -0.6, BaF3 parental 2.6 and CHOP inhibitor 0.5.
For Cc1nc(SCc2ccccc2C)n[nH]1 the results were S1P4 ag 0.2, p47phox inh 4.5, NPY Y1 blocker -1.1, Ba/F3 V617F tox -1.9, NPY-Y1 PAM-ag -4.3, S1P4 antag -19.1, NPY2 pot ag 7.0, BaF3 parental 1.2 and CHOP inhibitor 8.7.
`COCc1c(CCl)cnc(C)c1O` gave S1P4 ag -1.9, p47phox inh 3.0, NPY Y1 blocker 0.1, Ba/F3 V617F tox -7.7, NPY-Y1 PAM-ag 7.0, S1P4 antag 6.9, NPY2 pot ag -2.2, BaF3 parental -3.4 and CHOP inhibitor -25.0.
For CCCOc1cccc(-c2nn(-c3ccccc3)cc2/C=C(\C#N)C(=O)NCCCn2ccnc2)c1 the results were S1P4 ag -0.6, p47phox inh -41.6, NPY Y1 blocker 8.1, Ba/F3 V617F tox -4.3, NPY-Y1 PAM-ag -18.6, S1P4 antag -12.5, NPY2 pot ag 2.7, BaF3 parental 0.1 and CHOP inhibitor 35.3.
CC1=NN(c2ccccc2)C(=O)C1C(=O)C(=O)Nc1ccc(F)cc1 (stereo not given) was read as S1P4 ag -0.1, p47phox inh -4.1, NPY Y1 blocker 1.4, Ba/F3 V617F tox 1.6, NPY-Y1 PAM-ag 0.7, S1P4 antag -1.5, NPY2 pot ag 5.5, BaF3 parental 8.6 and CHOP inhibitor -26.9.
`CCN1CCN(CCOCCOc2ccccc2-c2ccccc2)CC1` gave S1P4 ag -2.5, p47phox inh 4.8, NPY Y1 blocker 6.2, Ba/F3 V617F tox 3.0, NPY-Y1 PAM-ag -16.9, S1P4 antag -26.7, NPY2 pot ag -26.9, BaF3 parental -0.5 and CHOP inhibitor -14.4.
For O=C(CCN1CCN(c2ccccc2)CC1)N/N=C/c1ccccc1OC(F)F the results were S1P4 ag -0.7, p47phox inh 2.1, NPY Y1 blocker 9.9, Ba/F3 V617F tox -3.0, NPY-Y1 PAM-ag -15.5, S1P4 antag -0.6, NPY2 pot ag -8.6, BaF3 parental 4.0 and CHOP inhibitor 14.4.
For O=C(NCc1ccccc1)C(=O)NCC(c1ccco1)N1CCOCC1 (stereo not given) the results were S1P4 ag 0.6, p47phox inh -10.2, NPY Y1 blocker 8.6, Ba/F3 V617F tox 0.0, NPY-Y1 PAM-ag 8.6, S1P4 antag -3.3, NPY2 pot ag -5.2, BaF3 parental 4.7 and CHOP inhibitor -13.2.
COc1ccc(OCC(=O)Nc2nonc2NC(=O)COc2ccc(OC)cc2)cc1 was read as S1P4 ag -0.5, p47phox inh -26.0, NPY Y1 blocker 4.6, Ba/F3 V617F tox 2.6, NPY-Y1 PAM-ag -13.4, S1P4 antag -10.5, NPY2 pot ag -5.0, BaF3 parental 7.6 and CHOP inhibitor 5.2.
`C[N+]1(CCOc2ccc([N+](=O)[O-])cc2)CCOCC1` gave S1P4 ag -0.8, p47phox inh 0.4, NPY Y1 blocker -1.8, Ba/F3 V617F tox -2.4, NPY-Y1 PAM-ag 11.2, S1P4 antag 3.8, NPY2 pot ag -20.7, BaF3 parental 0.8 and CHOP inhibitor 2.8.
`O=[N+]([O-])c1ccccc1OCCOCCOc1cccc2cccnc12` gave S1P4 ag -2.1, p47phox inh 2.3, NPY Y1 blocker -1.4, Ba/F3 V617F tox -0.4, NPY-Y1 PAM-ag -13.6, S1P4 antag -14.8, NPY2 pot ag -5.6, BaF3 parental 4.9 and CHOP inhibitor 21.5.
Cn1ccnc1SCC(=O)n1c2c(c3ccccc31)CCCC2 was read as S1P4 ag 0.9, p47phox inh -2.7, NPY Y1 blocker 0.9, Ba/F3 V617F tox 1.4, NPY-Y1 PAM-ag -4.2, S1P4 antag -6.3, NPY2 pot ag -2.9, BaF3 parental 3.7 and CHOP inhibitor 28.0.
For CCCCC#Cc1cncc(C(=O)NN)c1 the results were S1P4 ag 0.3, p47phox inh 6.1, Ba/F3 V617F tox 2.5, NPY-Y1 PAM-ag -5.4, S1P4 antag -12.9, NPY2 pot ag -16.9, BaF3 parental -0.5 and CHOP inhibitor -6.2.
Screening COc1ccc(CSc2nnc(NC(C)=O)s2)cc1[N+](=O)[O-] returned S1P4 ag -0.4, p47phox inh -8.6, NPY Y1 blocker 5.0, Ba/F3 V617F tox -0.3, NPY-Y1 PAM-ag 28.4, S1P4 antag 4.5, NPY2 pot ag -6.1, BaF3 parental 5.5 and CHOP inhibitor 57.7.
Screening CC(C)(C)c1cc(=O)[nH]c(SCc2ccccc2)n1 returned S1P4 ag 0.6, p47phox inh -0.5, NPY Y1 blocker -0.4, Ba/F3 V617F tox 3.5, NPY-Y1 PAM-ag -13.2, S1P4 antag -11.3, NPY2 pot ag 1.1, BaF3 parental -3.3 and CHOP inhibitor 25.8.
For CCCCC(=O)Nc1ccc(C(=O)Nc2ccc3c(c2)OCO3)cc1 the results were S1P4 ag -1.8, p47phox inh -4.5, NPY Y1 blocker -3.5, Ba/F3 V617F tox -1.4, NPY-Y1 PAM-ag 15.8, S1P4 antag -6.8, NPY2 pot ag 3.6, BaF3 parental 3.3 and CHOP inhibitor 59.6.
For O=C(c1c(O)c2ccccc2oc1=O)C1CCC1 the results were S1P4 ag 0.4, p47phox inh -20.7, NPY Y1 blocker -0.8, Ba/F3 V617F tox 3.1, NPY-Y1 PAM-ag -21.4, S1P4 antag 3.3, NPY2 pot ag -0.6, BaF3 parental 2.1 and CHOP inhibitor 8.5.
`FC(F)(F)c1cc(N2CCNCC2)c2ccccc2n1` gave S1P4 ag 0.3, p47phox inh 5.7, Ba/F3 V617F tox 0.0, NPY-Y1 PAM-ag 11.9, S1P4 antag -14.4, NPY2 pot ag -16.8, BaF3 parental -1.5 and CHOP inhibitor 8.6.
Nc1ncnc(Sc2ccccc2)c1[N+](=O)[O-] was read as S1P4 ag 0.2, p47phox inh -6.6, NPY Y1 blocker -3.5, Ba/F3 V617F tox -2.1, NPY-Y1 PAM-ag -2.7, S1P4 antag -11.2, NPY2 pot ag 1.6, BaF3 parental 0.3 and CHOP inhibitor 24.4.
CC/C(O)=C1\C(=O)CC(c2ccccc2)CC1=NCCc1c(C)[nH]c2ccc(C)cc12 (stereo not given) was read as S1P4 ag 2.0, p47phox inh -11.5, NPY Y1 blocker 3.6, Ba/F3 V617F tox 2.5, NPY-Y1 PAM-ag -11.2, S1P4 antag 2.9, NPY2 pot ag 8.6, BaF3 parental 8.0 and CHOP inhibitor 14.3.
Screening CCN1CC2=C(OC(N)=C(C#N)C2c2cccs2)/C(=C/c2cccs2)C1 (stereo not given) returned S1P4 ag -1.6, p47phox inh -40.2, NPY Y1 blocker 2.6, Ba/F3 V617F tox 1.8, NPY-Y1 PAM-ag -26.4, S1P4 antag 5.3, NPY2 pot ag -7.0, BaF3 parental 4.2 and CHOP inhibitor 7.1.
For O=C(CCN1C(=O)c2ccccc2C1=O)Nc1cc(F)ccc1F the results were S1P4 ag 1.1, p47phox inh 6.2, NPY Y1 blocker -2.9, Ba/F3 V617F tox 1.3, NPY-Y1 PAM-ag -3.7, S1P4 antag 4.4, NPY2 pot ag -9.9, BaF3 parental 9.1 and CHOP inhibitor -10.2.
COC(=O)[C@H](CC(C)C)NC(=O)Nc1ccc2c(c1)OCCO2 was read as S1P4 ag -1.7, p47phox inh 6.0, NPY Y1 blocker -0.3, Ba/F3 V617F tox -4.2, NPY-Y1 PAM-ag 2.7, S1P4 antag -7.5, NPY2 pot ag 4.7, BaF3 parental 0.9 and CHOP inhibitor -22.4.
For CC(C)(C)C1CCC(=NNC(=O)c2cc(-c3ccccc3)n[nH]2)CC1 (stereo not given) the results were S1P4 ag 1.5, p47phox inh -8.3, NPY Y1 blocker -3.9, Ba/F3 V617F tox -3.6, NPY-Y1 PAM-ag -9.8, S1P4 antag -14.7, NPY2 pot ag 5.2, BaF3 parental 2.5 and CHOP inhibitor 12.0.

Quoted at random: 2 entries already listed, in no set order.
Nc1ncnc(Sc2ccccc2)c1[N+](=O)[O-] was read as S1P4 ag 0.2, p47phox inh -6.6, NPY Y1 blocker -3.5, Ba/F3 V617F tox -2.1, NPY-Y1 PAM-ag -2.7, S1P4 antag -11.2, NPY2 pot ag 1.6, BaF3 parental 0.3 and CHOP inhibitor 24.4.
`FC(F)(F)c1cc(N2CCNCC2)c2ccccc2n1` gave S1P4 ag 0.3, p47phox inh 5.7, Ba/F3 V617F tox 0.0, NPY-Y1 PAM-ag 11.9, S1P4 antag -14.4, NPY2 pot ag -16.8, BaF3 parental -1.5 and CHOP inhibitor 8.6.
